Screens: PubChem BioAssay, Broad Institute
RAD54 inh: inhibitors of human RAD54 branch migration. Q92698. RAD54 Holliday junction branch migration, FAM/BHQ fluorescence. inhibition, % at 10.4 µM. actives 0.14% (n = 360,000);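 active = mean normalized replicate activity at least 40 and at least half of replicates scoring 40 or more; inconclusive = only one of the two criteria met; inactive = mean below 40 and under half of replicates reaching 40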;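 note: 0% = median of neutral control wells and 100% = median of positive control wells; inhibitors cause a drop in the FAM fluorescence signal; in these data hits start at about 50%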
esBAF inh: SWI/SNF esBAF complex inhibition; AID 602393; mouse ES cells, Bmi1-luciferase knock-in reporter, 24 h; 100% = twice the neutral-well signal; reporter increase, % at 12.5 µM; actives 2% (n = 350,000); in the data active = activation above about 40%; inconclusive = no clear call, values can overlap the other calls;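 note: 0% = median of the plate's neutral control wells and 100% = double that signal; a rise in the Bmi1 reporter signal indicates esBAF inhibition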
E-sel inducer: induces E-selectin expression in human endothelial cells | HUVEC E-selectin immunofluorescence imaging; normalized: neutral wells 0, TNF-alpha wells 100 | AID 686992 | actives 0.37% (n = 260,000) | P16581 | activation, % at 7.58 µM;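 active = mean E-selectin-positive cell signal at least 10% of the positive control, reached in at least 60% of replicates, without over 20% cell loss; inconclusive = no rule given, readout overlaps actives, possibly toxicity-flagged; inactive = the rest, including those meeting only one limit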;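 note: in these data hits start at about 27%; measured in HUVEC primary endothelial cells; signal is the percent of cells scored E-selectin positive by PE staining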
Target sequence (P16581 whole entry, looked up): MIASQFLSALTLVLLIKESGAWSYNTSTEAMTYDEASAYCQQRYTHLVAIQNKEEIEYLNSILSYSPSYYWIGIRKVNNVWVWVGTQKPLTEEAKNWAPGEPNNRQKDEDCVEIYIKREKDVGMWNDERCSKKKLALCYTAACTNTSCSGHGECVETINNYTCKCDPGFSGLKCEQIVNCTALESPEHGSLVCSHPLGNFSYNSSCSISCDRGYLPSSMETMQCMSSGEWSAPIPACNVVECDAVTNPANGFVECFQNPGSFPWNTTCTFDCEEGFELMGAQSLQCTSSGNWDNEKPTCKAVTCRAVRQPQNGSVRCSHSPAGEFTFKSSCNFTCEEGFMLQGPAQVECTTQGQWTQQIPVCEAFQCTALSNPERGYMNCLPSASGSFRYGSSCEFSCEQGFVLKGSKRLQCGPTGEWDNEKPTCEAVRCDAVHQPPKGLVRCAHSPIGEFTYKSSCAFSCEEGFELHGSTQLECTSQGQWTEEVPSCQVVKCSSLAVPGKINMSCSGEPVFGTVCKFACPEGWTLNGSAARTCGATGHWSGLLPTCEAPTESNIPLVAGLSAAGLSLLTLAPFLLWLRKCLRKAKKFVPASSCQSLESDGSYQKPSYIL
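Test system – human umbilical vein endothelial cells (HUVEC), E-selectin induction · Input – 3,000 HUVEC seeded per well · Buffer or medium – EGM-2, gelatin · Compound dosing – single-point compound dose · Detection – immunofluorescence imaging · Measure – percent E-selectin-positive cells · Controls – TNF-alpha high, DMSO low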
Xi reactivation: activators of X-chromosome reactivation in mouse fibroblasts. actives 0.055% (n = 360,000). XiGFP mouse fibroblasts, % GFP-positive cells imaging, 3 d; cells co-treated with 5-aza-dC sensitizer; scaled so ellipticine positive control = 100%. activation, % at 7.58 µM. AID 743238;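 active = mean normalized replicate activation at least 10% and every replicate at or above 10%; inconclusive = only one of the two criteria met; inactive = mean below 10% and not all replicates reach 10%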;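 note: 0% = median of on-plate neutral control wells and 100% = ellipticine 6 µM median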
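Assay system: SV40-immortalized XiGFP fibroblast cells, line 68-5-11; buffer or medium: DMEM plus 5-aza-dC sensitizer; compound: one concentration, pinned; timing: compounds 3 days, fix/stain 15 min at room temperature; benchmarks: positive control ellipticine, 6 µM final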
EWS-Fli inh: EWS/Fli transcriptional activity inhibition | inhibition, % at 12.6 µM | A673 NR0B1-luciferase reporter, viability-normalised | actives 0.67% (n = 350,000) | AID 651661;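 active = mean inhibition of at least 50% after viability correction, with every replicate also passing that limit; inconclusive = mean reaches 50% but only one of two replicates passes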;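 note: firefly luciferase signal divided by Alamar Blue viability fluorescence both relative to DMSO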
FN deposit inh: fibronectin deposition inhibition; actives 0.086% (n = 350,000); AH1F fibroblasts, Alexa488-fibronectin deposition fluorescence, overnight; inhibition, % at 12.6 µM;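 active = mean inhibition across replicates of 30% or more, regardless of how many single replicates reach that level; inconclusive = mean under 30% yet at least half of replicates reach 30%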;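 note: positive control wells lacked labelled fibronectin entirely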
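test system = AH1F fibroblasts assembling fluorescent fibronectin matrix | quantity = 10000 AH1F cells per well | buffer or medium = DMEM plus 2% serum, read in PBS | doses = single dose, pinned | incubation = 1 h cell attachment, overnight exposure to compound and label | detection = fluorescence at 485 nm excitation, 525 nm emission | read-out basis = inhibition from reduced deposited-fibronectin fluorescence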
S100A4 MyoIIA: blocks human S100A4 binding to myosin IIA peptide; P26447; S100A4/TAMRA-MyoIIA peptide fluorescence polarization; inhibition, % at 10.7 µM; actives 0.14% (n = 360,000);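 active = mean inhibition of at least 70% across replicates, with every replicate also reaching that level; inconclusive = mean inhibition reaches 70% but some replicates fall short; inactive = mean inhibition below 70%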
Target sequence (P26447 whole entry, looked up): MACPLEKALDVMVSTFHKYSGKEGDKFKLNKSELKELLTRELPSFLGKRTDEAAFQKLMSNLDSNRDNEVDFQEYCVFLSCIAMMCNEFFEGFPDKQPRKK
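Material: S100A4 monomer protein | Medium: HEPES pH 7.2 with CaCl2, KCl, NaCl, DTT, Triton | Reagent: Labelled myosin peptide probe, 5 nM | Doses: One dose per compound | Times: 5 min incubation before reading | Benchmarks: Neutral control DMSO, positive control TFP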
RAD52 inh: blocks human RAD52 DNA annealing; P43351; recombinant RAD52 DNA annealing, FRET fluorescence; inhibition, % at 18.7 µM; actives 0.46% (n = 360,000); AID 651710;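 active = every replicate showing at least 50% inhibition; inconclusive = mean inhibition at least 50% but not in every replicate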
* hit, by the source's call; ? = inconclusive; . = no result given; & = joins results of further samples.

SMILES	RAD54 inh	esBAF inh	E-sel inducer	Xi reactivation	EWS-Fli inh	FN deposit inh	S100A4 MyoIIA	RAD52 inh
CN1C(=O)c2cc(NC(=O)c3cnccn3)ccc2OC[C@H]2O[C@@H](CC(=O)N[C@H]3CCN(Cc4ccccc4)C3)CC[C@@H]21	16	-6	0.3	0.0	-2	-7	10	-7
CN(C)CC(=O)Nc1ccc2c(c1)[C@H]1C[C@@H](CC(=O)NCCN3CCCCC3)O[C@H](CO)[C@H]1O2	-6	3	-0.2	-0.1	-12	.	0	14
C[C@H]1CN([C@@H](C)CO)C(=O)c2cc(C#CCN(C)C)cnc2O[C@H]1CN(C)Cc1ccncc1	-7	-5	-0.1	0.1	-15	6	8	-8
Clc1ccccc1-c1nnc2n1CCCCC2	-5	.	0.5	-0.1	18	-3	0	-8
C[C@H]1CN([C@@H](C)CO)C(=O)Cc2cc(NS(C)(=O)=O)ccc2O[C@@H]1CN(C)S(=O)(=O)c1ccc(F)cc1	-2	2	6.9	0.0	3	.	-31	-3
COc1ccc(NC(=O)Nc2ccc3c(c2)C(=O)N([C@H](C)CO)C[C@H](C)[C@@H](CN(C)Cc2ccc(C(=O)O)cc2)OCCCC[C@H](C)O3)cc1	3	0	-0.2	0.0	-2	.	5	5
COc1ccc(CC(=O)N/N=C(/C)c2ccco2)cc1	.	.	.	0.3	-1	-15	-5	-7
O=C(/C(=C/O)N=Nc1cccc(C(F)(F)F)c1)c1ccccc1	.	.	.	0.0	9	.	3	3
COc1ccccc1NS(=O)(=O)c1ccc(C(N)=O)cc1	.	.	.	0.0	9	4	-4	6
O=c1c2c(nc3c(-c4ccc(Cl)cc4)c[nH]n13)CCC2	-2	-7	0.2	0.0	20	4	-2	-14
COc1ccc(NC(=O)C(=O)c2cn(CC(=O)N3CCCC3)c3ccccc23)cc1OC	2	-5	-0.1	0.0	7	5	3	-9
O=C(COC(=O)c1ccc(-c2cnc3ccccc3n2)cc1)c1ccccc1	3	5	0.5	0.1	-21	-6	3	-7
Nc1cnnc(N/N=C\c2ccccc2)c1Cl	0	28	-0.1	0.3	-67	2	-7	-17
COC(=O)C[C@H]1CC[C@@H]2[C@@H](COc3ccc(NC(=O)Nc4cc(C)cc(C)c4)cc3C(=O)N2C)O1	4	0	0.2	0.0	-4	2	-2	-11
CCC(=O)Nc1ccc2c(c1)C(=O)N(C)[C@H]1CC[C@@H](CC(=O)Nc3cccc(OC)c3)O[C@@H]1CO2	3	1	-0.1	0.3	-2	.	-2	1
CO[C@@H]1CN(C)C(=O)c2cc(NC(C)=O)ccc2OC[C@@H](C)N(C(=O)Cc2ccccn2)C[C@@H]1C	-1	-3	0.4	0.3	-2	-4	2	-13
O=C1O[C@@H](c2ccccc2)[C@@H](c2ccccc2)N2[C@@H](c3ccc(OCCO)cc3)[C@]3(C(=O)Nc4ccccc43)[C@@H](C(=O)N3CCN(c4ncccn4)CC3)[C@H]12	-8	.	.	.	15	.	-8	-43
Cc1noc(C)c1NC(=O)N[C@H]1CC[C@@H](CCNC(=O)C2CCCC2)O[C@H]1CO	17	-1	0.3	0.4	2	3	17	-11
O=C(C[C@H]1C=C[C@H](NC(=O)c2ccncc2)[C@H](CO)O1)NCC1CCCCC1	8	-2	-0.3	-0.2	-7	0	11	-1
O=C(C[C@H]1CC[C@@H]2[C@H](COC[C@@H](O)CN2C(=O)c2ccccc2)O1)Nc1ccccc1	0	3	0.1	0.1	.	-2	-13	-85
COc1ccc(S(=O)(=O)N(CC(=O)O)c2ccc(C)cc2)cc1	0	-5	.	.	8	.	2	0
C#Cc1ccc(NC(=O)C2(C)CCN2C(=O)Cc2ccc(C(C)(C)C)cc2)cc1 (stereo not given)	-9	-2	0.3	-0.1	18	-7	0	-7
Cc1ccc(S(=O)(=O)NCCC(=O)Nc2ccncc2)cc1C	-1	-10	0.9	0.0	3	-1	1	-4
Cc1nc(SCc2c(F)cccc2Cl)c2c(=O)n(C)c(=O)n(C)c2n1	1	9	.	0.0	-9	5	-1	-6
CCOc1ccccc1N(CC(=O)N1CCC(C(N)=O)CC1)S(=O)(=O)c1ccc(SC)cc1	-7	-6	0.0	0.0	.	4	3	-2
CN1c2ccc(-c3cccc(C#N)c3)cc2[C@@H]2[C@@H](CCN2S(=O)(=O)c2ccccc2F)[C@@H]1CO	5	1	-0.4	0.0	0	23	4	25
Cc1ccc(-c2cc(C(=O)N3CCCC(C(F)(F)F)C3)c3ccccc3n2)o1 (stereo not given)	0	8	?	0.0	-6	-5	-2	-39
O=c1[nH]c(-c2ccccc2)cs1	6	.	.	0.0	0	-2	-1	-3
CCOCCCNCc1cn(-c2ccc(F)cc2F)nc1-c1ccccc1C	5	-6	0.1	0.0	2	-7	-10	-25
CCN(CC)CCCNC(=O)c1oc2ccc(S(=O)(=O)N3CC(C)CC(C)C3)cc2c1C (stereo not given)	6	-6	0.4	0.0	37	-1	-3	2
COc1ccccc1S(=O)(=O)N[C@@H]1CC[C@@H](CCn2cc(C3CCCC3)nn2)O[C@H]1CO	.	.	-0.2	0.5	5	2	5	6
O=C(c1cccc(F)c1)N1C[C@H]2[C@@H](c3ccccc31)[C@@H](CO)N2C(=O)c1ccc(F)cc1	-7	5	0.6	0.3	1	.	-30	-11
O=C(NCCO)/C(=C\c1cccc([N+](=O)[O-])c1)NC(=O)c1ccco1	-6	.	.	0.0	2	6	-6	-5
C/C(CC(C)C)=N\NS(=O)(=O)c1ccc(C)c([N+](=O)[O-])c1	3	.	0.9	0.1	0	-17	10	-8
CN(C)C(=O)c1cccc(-c2ccc([C@H]3[C@H](CO)N4C(=O)CN(C(=O)C5CCCCC5)C[C@@H]34)cc2)c1	.	.	0.0	-0.1	2	-7	3	12
CCOc1ccc(S(=O)(=O)N2CCCCC2)cc1NC(=O)Cc1cccs1	-1	6	0.3	0.1	16	2	-7	-10
CCOC(=O)c1nn(-c2ccc(C)cc2)c(=O)cc1OCC(=O)Nc1cc(C)ccc1OC	6	.	.	0.0	9	-3	-2	-3
O=C1CC(c2ccccc2)CC(O)=C1C=NCc1ccncc1 (stereo not given)	.	.	.	0.2	0	10	-2	-15
COc1ccccc1C(=O)COC(=O)Cn1[nH]c(=O)c2ccccc2c1=O	.	.	-1.2	0.0	1	-1	10	-7
O=C(CCn1cccn1)N1CCCC(N2CCN(c3cccc(Cl)c3)CC2)C1 (stereo not given)	0	.	-0.1	0.2	-10	.	2	-28
NC(COCc1ccccc1)c1csc(Nc2ccc(S(N)(=O)=O)cc2)n1 (stereo not given)	5	2	4.9	0.0	2	12	1	-19
C[C@H](C(=O)N(C)C[C@H]1OCc2ccccc2-c2ccccc2C(=O)N([C@H](C)CO)C[C@H]1C)c1ccccc1	-9	-1	-0.1	-1.0	-5	-10	-5	-1
COC(=O)N/N=C/c1ccc(OS(=O)(=O)c2ccc(C)cc2)c(OC)c1	.	.	-0.1	0.1	4	-4	4	-14
CCn1c(C)nc2cc(N)ccc21	.	3	0.7	.	-5	10	1	93*
Cc1cccc(C(=O)Oc2ccc3ccc(O)cc3c2)c1	-11	0	.	0.0	2	1	-6	-9
CCN(CC)/C(Sc1ccccc1)=C(\C(Cl)=C(Cl)Cl)[N+](=O)[O-]	.	.	.	-0.1	14	-7	-7	-16
CCc1ncc(C)nc1CC	8	-7	.	.	0	.	-4	-4
CC(=O)N1[C@H](CO)[C@@H](c2ccccc2)C12CN(S(=O)(=O)c1ccccc1)C2	.	.	0.1	0.2	-1	-3	5	-3
CCCCCCCCNC(=O)c1cnccn1	-2	.	.	0.0	-9	3	1	-13
COC(=O)C1(C)NC(c2ccco2)C2C(=O)N(c3ccc(F)cc3)C(=O)C21 (stereo not given)	-3	0	1.5	0.0	-10	-2	4	-10

Later entries
SMILES	RAD54 inh	esBAF inh	E-sel inducer	Xi reactivation	EWS-Fli inh	FN deposit inh	S100A4 MyoIIA	RAD52 inh
Cc1ccc(S(=O)(=O)N2C[C@H]3C(=O)C[C@@H](c4cccc(Cl)c4)N(S(=O)(=O)c4ccc(C)cc4)[C@H]3C[C@H]2c2cccc(Cl)c2)cc1	-3	-6	-9.5	0.1	-3	-7	-17	2
C#Cc1ccc(CN2CCN(Cc3ccsc3)C(CCO)C2)cc1 (stereo not given)	.	.	.	0.1	-6	9	2	-10
Cc1cc(C)c(NC(=O)CSc2nccn2C)c(C)c1	-5	-4	-0.5	-0.1	.	10	.	.
C[C@@H]1CN([C@H](C)CO)C(=O)c2cccc(NS(=O)(=O)c3cn(C)cn3)c2O[C@@H]1CN(C)C(=O)Nc1ccc(F)cc1	4	-7	21	0.0	10	-12	23	-11
Cc1ccsc1C(=O)NC1CCCN(Cc2ccc(Cl)cc2)C1 (stereo not given)	-6	-1	0.0	0.1	.	.	-3	-109
Nc1ccc(C(=O)O)cc1	0&0&-7	0&-3&2	-0.2&-0.1	-0.1&-0.1	-1&-1&-6	-1&-4	0&-6&2	-41&-10&-21
CCCCN(C(=O)CSc1cc(C)c2ccccc2n1)c1c(N)n(Cc2ccccc2)c(=O)[nH]c1=O	4	.	2.3	0.0	18	-2	10	-38
O=C(c1ccc(F)cc1)C1CCN(C(=O)Nc2ccccc2Cl)CC1	.	.	2.2	0.0	0	-8	-5	-5
N#Cc1ccc(-c2nc3ccc(Cl)cn3c2Cc2ccccc2)cc1	2	-9	-0.1	0.0	-45	.	-1	-63
CC(C)CC(=O)Nc1ccc(C(=O)COC(=O)C2=COCCO2)cc1	-8	7	-0.2	0.0	1	0	-3	-6

An excerpt from above in order of the esBAF inh value, descending:
SMILES | esBAF inh
O=C(c1cccc(F)c1)N1C[C@H]2[C@@H](c3ccccc31)[C@@H](CO)N2C(=O)c1ccc(F)cc1 | 5
CCN(CC)CCCNC(=O)c1oc2ccc(S(=O)(=O)N3CC(C)CC(C)C3)cc2c1C (stereo not given) | -6
O=c1c2c(nc3c(-c4ccc(Cl)cc4)c[nH]n13)CCC2 | -7

Carrying on:
SMILES	RAD54 inh	esBAF inh	E-sel inducer	Xi reactivation	EWS-Fli inh	FN deposit inh	S100A4 MyoIIA	RAD52 inh
Cc1cc(/C=C(\C#N)C(=O)O)c(C)n1CC1CCCO1 (stereo not given)	.	.	-0.6	0.3	-2	-2	-3	-14
CC(C)NC(=O)Nc1ccc2c(c1)C(=O)N([C@H](C)CO)C[C@@H](C)[C@H](CN(C)C)O2	3	-1	-1.9	0.2	.	.	7	-21
CN(c1ccccc1)S(=O)(=O)c1cccc(NC(=O)C2=NNC(=O)CC2)c1	7	9	0.0	0.7	-2	-6	-2	-10
COc1ccc(S(=O)(=O)N[C@@H]2CC[C@@H](CCNC(=O)Cc3ccccn3)O[C@H]2CO)cc1	0	4	-0.1	0.0	-10	7	-8	-16

Compounds as they come; any-hit rate near 3%.
